WT yeast gro inh: growth inhibition of WT yeast, mitochondrial fusion screen | AID 1362 | mitochondrial fusion phenotypic screen, WT strain | inhibition, % at 10 µM | 2.1% of 190,000 active; in the data active = inhibition above about 58%; tested in S. cerevisiae
bCat nuc transl: alters nuclear translocation of beta-catenin in HeLa cells; immunofluorescence imaging; nuclear translocation activity, % at 5 µM; 0.3% of 190,000 active;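 active = nuclear translocation activity above 50% at 5 µM, with a well cell count of 50 or more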;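 note: per-cell ratio of nuclear to cytoplasmic median beta-catenin stain intensity; plate controls were DMSO negative control for no effect and GSK-3 inhibitor IX positive control for full effect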
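Test system: human HeLa cells, native beta-catenin. Compound dosing: 5 µM primary single dose, 0.1% DMSO, 0.02–20 µM confirmation series. Incubation: compound exposure 24 h at 37°C. Detection: beta-catenin immunostaining with DAPI counterstain, 20x imaging, 6 fields/well. Read-out basis: Nuclear/cytoplasmic beta-catenin signal ratio, % activation.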
Lipid droplet: modulators of hepatic lipid droplet formation. AML12 mouse hepatocytes, oleate lipid droplets, BODIPY imaging. inhibition, % at 6.5 µM. 0.4% of 240,000 active;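 active = lipid droplet intensity inhibited by at least 50%, with more than 500 cells counted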
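Technique: fluorescence imaging, 20x objective, two fields per well / Assay system: AML12 hepatocytes (mouse) / Measure: % inhibition of lipid droplet signal / Doses: 6.5 µM single-point dosing / Incubation: overnight exposure / Reagent: 100 µM oleic acid challenge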
Autophagy HCS: modulators of autophagy; 0.98% of 190,000 active; MEF GFP-LC3 puncta imaging; test concentration mostly 10 µM; AID 463193; calls only at 10 µM (by protocol);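 active = percentage of spot-positive cells more than 3 SD above its plate mean, without a fluorescence outlier flag or 80% toxicity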;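 note: spot-positive cell cutoff set from DMSO-treated cells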
MT stabilizer: microtubule stabilizers in HeLa cells. % tubulin-high responders, % at 10 µM. HeLa tubulin immunostaining HCS, 24 h; share of cells brighter than vehicle mean+2SD. 0.83% of 200,000 active. AID 2205;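 active = plate Z-score above 3 for both tubulin-high and condensed-nucleus cell shares, with cell loss under 80%, at 10 µM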;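 note: anti alpha tubulin signal scored within the nucleus-defined area of each cell; some results filed as inactive read as strong as hits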
Yfh1-depleted yeast: enhancers of respiration in Yfh1-depleted yeast, dose response, Friedreich's ataxia, plus single-dose screen (AID 1465) | S. cerevisiae Yfh1-off respiration, WST-1 reduction, 72 h; higher fold induction means a stronger effect | fold induction at 50 µM; hits with a dose series show EC50 in µM | 0.074% of 220,000 active;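 active = fold induction of absorbance versus untreated yeast above a set limit, then at least 30% activation at any dose in follow-up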;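 note: activators that raise dye reduction in frataxin-depleted yeast; strong numbers were not always called active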
Insulin prom up: MIN6 insulin promoter up-regulation; MIN6 insulin promoter-GFP reporter, high-content imaging; stronger effect = higher value; z-score at 5 µM; 0.3% of 190,000 active; AID 1625;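 active = z-score above 3 at 5 µM with at least 500 cells counted in the well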
Dynein cargo inh: dynein cargo transport inhibition. 0.47% of 220,000 active. z-score, hits read low. 3617.4 mouse cells, GR-EGFP nuclear translocation imaging; test concentration mostly 20 µM; stimulated with dexamethasone, 1 µM; stronger effect = lower value;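 active = plate z-score of nuclear minus cytoplasmic receptor signal below a set negative limit, without overly bright fluorescence or cell loss, cut at about -3.5 in these data, passing the limit was not always enough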;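 note: z-score of nuclear minus cytoplasmic ring GR-EGFP intensity difference per well; some compounds called inactive have numbers as strong as hits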
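Also added – dexamethasone, 1.0 µM final · Buffer or medium – tet-free, stripped-serum medium · Schedule – induction 48 h, compound 1 h, agonist 30 min · Detection – formaldehyde fixation, Hoechst nuclear stain, 10x automated fluorescence imaging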
HEK293 NOD2/NF-kB: inhibition of NOD2-driven NF-kB reporter – cell-based, luminescence, uHTS, HEK293 (AID 1566). HEK293 NOD2/NF-kB luciferase reporter, luminescence; higher % means a stronger effect. inhibition, % at 4 µM; hits with a dose series show EC50 in µM. 0.63% of 290,000 active; in the data active = inhibition above about 50%; note: many of its hits are not listed in these tables
WT yeast gro inh mutant strain: recorded beside WT yeast gro inh, whose call it bears; inhibition, %; mitochondrial fusion phenotypic screen, mutant strain inhibition
Dynein cargo inh cytoplasmic EGFP: further read-out of Dynein cargo inh, marked with its call; z-score; measured here: cytoplasmic GR-EGFP intensity; stronger effect = higher value
Dynein cargo inh nuclear GR-EGFP: second read-out of Dynein cargo inh, no call of its own (marks repeat the call); z-score; measured here: nuclear GR-EGFP intensity;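 lower value marks the stronger effect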
Dynein cargo inh cell count: further read-out of Dynein cargo inh, marked with its call; z-score; measured here: cell count per field
Insulin prom up cell count: further read-out of Insulin prom up, marked with its call; cell count; measured here: cytotoxicity, nuclei count;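 total cells summed across four imaged fields per well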
Lipid droplet cells 6.5 µM: second read-out of Lipid droplet, no call of its own (marks repeat the call); cell count; measured here: cell count, cytotoxicity flag;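 cells counted across two imaged fields per well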
bCat nuc transl cell count 5 µM: second read-out of bCat nuc transl, no call of its own (marks repeat the call); cell count; measured here: cell count, cytotoxicity flag
MT stabilizer Hoechst-high %: further read-out of MT stabilizer, marked with its call; % Hoechst-high responders; measured here: nuclear condensation Hoechst responders;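 share of cells brighter than vehicle mean plus two SD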
MT stabilizer cytotoxicity %: further read-out of MT stabilizer, marked with its call; toxicity, %; measured here: cytotoxicity by cell density;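 0% = mean cell density of plate MIN control wells and 100% = no cells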
Autophagy HCS cell loss 18 h: second read-out of Autophagy HCS, no call of its own (marks repeat the call); toxicity, %; measured here: cell loss, nuclei count;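 cell loss after 18 h compound exposure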
Numbers without * were called inactive; i = inactive; x = no result given. Not all compounds are listed. The share of hits here may be higher or lower than overall.

SMILES	WT yeast gro inh	WT yeast gro inh mutant strain	bCat nuc transl	bCat nuc transl cell count 5 µM	Lipid droplet	Lipid droplet cells 6.5 µM	Autophagy HCS	Autophagy HCS cell loss 18 h	MT stabilizer	MT stabilizer Hoechst-high %	MT stabilizer cytotoxicity %	Yfh1-depleted yeast	Insulin prom up	Insulin prom up cell count	Dynein cargo inh	Dynein cargo inh cytoplasmic EGFP	Dynein cargo inh nuclear GR-EGFP	Dynein cargo inh cell count	HEK293 NOD2/NF-kB
Cc1nn(-c2ccccc2)c(N2CCCC2)c1/C=N/Nc1ccc(S(=O)(=O)Nc2ccccc2)cc1[N+](=O)[O-]	2	1	-1.3	843	82*	664*	i	4	4.6	1.9	1.4	i	-0.63	1020	1.4	-0.2	1.5	-2.4	-19%
CCc1nnc(NC(=O)CSc2nnc(COc3ccccc3C)o2)s1	-27	4	-7.8	966	x	x	i	16	4.7	1.5	5.0	i	-0.09	1526	0.51	-0.32	0.64	-0.6	0%
CC(C)CCN(C(=S)Nc1cccc(F)c1)C1CCN(C(C)C)CC1	4	6	0.3	1067	15	673	i	0	3.6	3.0	0.5	i	-0.26	1139	-1.2	-0.29	-0.47	1.2	-3%
COc1ccccc1C1C2=C(N=C3SCC(=O)N31)c1ccccc1CC2 (stereo not drawn)	-11	8	-4.8	811	x	x	i	12	0.6	2.3	10	i	0.21	1262	2.1	0.017	0.92	-1	-3%
CCN(CC)c1ccc(NC(=O)c2cnccn2)cc1S(=O)(=O)Nc1ccc(OC)cc1	10	-5	1.1	920	-5	660	i	3	6.8	27	21	i	-0.24	1367	-0.076	-0.31	-0.42	0.36	3%
CC(C)(C)c1ccc(NC(=S)NCCc2ccccn2)cc1	x	x	-0.2	1149	-7	741	x	x	x	x	x	i	0.28	1412	0.83	-0.23	0.3	-0.8	-10%
O=C(CSc1ccc(Cl)cc1)Nc1ccc(NC(=O)c2ccco2)cc1	1	-7	-1.0	1062	29	663	i	5	3.9	1.8	4.8	i	0.32	1791	0.39	-0.16	0.071	-0.073	1%
CCOC(=O)C1=C(C)NC(C)=C(C(=O)OCC)C1c1ccc(Br)o1	8	-3	1.5	969	-26	623	i	8	2.4	2.2	9.4	i	-1.4	1230	0.32	0.48	0.48	-0.37	12%
COc1ccc(-c2ccccc2)cc1NCc1ccccc1C	-5	-15	-0.9	942	-2	579	i	13	2.7	2.0	7.8	i	-0.85	2352	0.51	-0.27	-0.018	-0.22	5%
CC(C)CCNC(=O)C12CN(Cc3ccccc3)CC1C(c1cccc([N+](=O)[O-])c1)=NO2 (stereo not drawn)	28	20	x	x	x	x	i	-6	4.5	1.9	8.3	i	x	x	0.13	-0.12	-0.63	-0.44	2%
CS(=O)(=O)N(CC(=O)NCCSC1CCCCC1)c1ccc2c(c1)OCO2	-14	2	0.0	1199	0	781	i	-6	4.2	1.8	1.5	i	-1	1120	-0.058	-0.26	-0.055	0.25	-37%
O=C(CSCc1ccc(Br)cc1)Nc1ccc(S(=O)(=O)N2CCCCCC2)cc1	-1	-11	0.9	1568	x	x	i	8	2.8	1.6	11	i	0.74	1049	-0.23	-0.14	0.17	0.79	3%
O=S(=O)(c1ccc2ccccc2c1)N1CCN=C1SCc1cccnc1	1	-7	2.7	1126	-10	670	i	3	3.3	1.3	6.7	x	-0.86	1199	0.35	-0.3	0.2	0.61	6%
CN(C)c1ccc(CNCCC2CCOC(C)(C)C2)cc1 (stereo not drawn)	0	-2	-4.1	1145	-4	718	i	-35	3.5	2.1	5.7	i	-0.79	817	-0.48	-0.039	-0.43	1.1	5%
CC1CCCN(C(=O)C(C)Sc2nc(-c3ccccc3)cc(C(F)(F)F)n2)C1 (stereo not drawn)	50	18	-2.3	1200	-21	658	i	12	1.8	1.5	6.5	i	-0.31	964	2.3	-0.35	1.1	-1.1	6%
O=C(OCC(=O)N1CCc2ccccc21)c1c2c(nc3ccccc13)CCCCC2	34	7	-0.5	939	-17	624	i	8	2.8	3.7	5.8	i	-0.09	1226	0.99	-0.1	0.61	-1.1	0%
C=CCNC(=S)N1CCN(CCN=CC2=C(O)CC(c3ccco3)CC2=O)CC1 (stereo not drawn)	9	9	-3.9	1138	-2	780	i	4	2.5	2.4	6.7	i	-0.13	935	0.39	-0.28	0.015	0.31	-14%
COc1ccc([N+](=O)[O-])cc1N(CC1CO1)S(=O)(=O)c1ccc(C)cc1 (stereo not drawn)	-6	-3	0.7	1594	1	717	i	8	3.6	2.3	9.5	i	-0.63	1418	-0.48	-0.054	-0.055	0.73	8%
CC1(C)Cc2ccccc2C(N/N=C/c2ccc(Cl)cc2)=N1	55	37	-2.9	1149	21	622	i	-5	3.3	3.0	7.5	i	0.21	1501	-0.21	-0.17	-0.16	-0.048	-5%
N#Cc1ccc(OCC(=O)OCC(=O)NCCC2=CCCCC2)cc1	-3	-5	1.3	1107	-6	579	i	0	4.4	2.0	15	i	0.17	1482	0.8	-0.011	0.73	-1.2	0%
Fc1cccc(NC(=S)NCCc2ccccc2)c1	33	-7	0.7	890	-9	578	i	15	2.0	1.6	7.8	i	x	x	0.91	-0.28	0.31	-0.58	10%
CCC(c1nnnn1C(C)(C)C)N1CCN(C2CCCC2)CC1 (stereo not drawn)	6	20	1.0	994	-1	661	i	-1	2.1	2.4	13	i	0.22	1214	0.14	-0.027	-0.67	0.31	3%
Clc1cccc(Nc2ncnc3c2cnn3-c2ccccc2)c1	0	-16	-0.3	1000	-9	635	x	x	x	x	x	i	0.54	1805	x	x	x	x	-13%
N#Cc1cnc(SCCc2ccccc2)nc1N	-2	-11	1.5	941	-2	604	i	-8	5.1	3.1	1.2	i	0.71	1044	-0.24	-0.15	0.18	1	-30%
CCC(C)(C)NC(=O)C(c1ccc(OC)cc1)N(Cc1cccs1)C(=O)CCC(=O)Nc1cc(C)on1 (stereo not drawn)	-4	-6	-0.8	1010	78*	756*	i	-7	3.4	1.9	7.9	i	-0.98	809	0.43	-0.28	-0.41	-0.013	10%

Entries of single compounds as entered above. Values in the order: WT yeast gro inh	WT yeast gro inh mutant strain	bCat nuc transl	bCat nuc transl cell count 5 µM	Lipid droplet	Lipid droplet cells 6.5 µM	Autophagy HCS	Autophagy HCS cell loss 18 h	MT stabilizer	MT stabilizer Hoechst-high %	MT stabilizer cytotoxicity %	Yfh1-depleted yeast	Insulin prom up	Insulin prom up cell count	Dynein cargo inh	Dynein cargo inh cytoplasmic EGFP	Dynein cargo inh nuclear GR-EGFP	Dynein cargo inh cell count	HEK293 NOD2/NF-kB
N#Cc1cnc(SCCc2ccccc2)nc1N is listed with -2	-11	1.5	941	-2	604	i	-8	5.1	3.1	1.2	i	0.71	1044	-0.24	-0.15	0.18	1	-30%
CC(C)CCNC(=O)C12CN(Cc3ccccc3)CC1C(c1cccc([N+](=O)[O-])c1)=NO2 (stereo not drawn) is listed with 28	20	x	x	x	x	i	-6	4.5	1.9	8.3	i	x	x	0.13	-0.12	-0.63	-0.44	2%
Clc1cccc(Nc2ncnc3c2cnn3-c2ccccc2)c1 is listed with 0	-16	-0.3	1000	-9	635	x	x	x	x	x	i	0.54	1805	x	x	x	x	-13%

Further entries follow.
SMILES	WT yeast gro inh	WT yeast gro inh mutant strain	bCat nuc transl	bCat nuc transl cell count 5 µM	Lipid droplet	Lipid droplet cells 6.5 µM	Autophagy HCS	Autophagy HCS cell loss 18 h	MT stabilizer	MT stabilizer Hoechst-high %	MT stabilizer cytotoxicity %	Yfh1-depleted yeast	Insulin prom up	Insulin prom up cell count	Dynein cargo inh	Dynein cargo inh cytoplasmic EGFP	Dynein cargo inh nuclear GR-EGFP	Dynein cargo inh cell count	HEK293 NOD2/NF-kB
CN(C)c1ccc(C(c2nnnn2C(C)(C)C)N2CCN(C(=O)c3ccco3)CC2)cc1 (stereo not drawn)	x	x	-0.7	1173	x	x	i	5	1.3	2.1	9.2	i	-0.45	1058	-0.25	0.012	-0.089	0.61	5%
Cc1nc2ccccn2c1C(=O)C(=O)Nc1cc(F)ccc1F	-2	-5	-3.9	1017	1	724	i	-5	3.3	2.0	5.9	i	x	x	0.37	-0.29	-0.45	0.79	2%
O=C1CC(N2CCN(Cc3ccc4c(c3)OCO4)CC2)C(=O)N1c1ccccc1 (stereo not drawn)	-9	-5	1.1	960	1	643	i	-1	2.6	2.2	22	i	0.67	1013	0.036	-0.15	-0.0018	1	1%
NC(=O)C1Cc2ccccc2CN1S(=O)(=O)c1cccs1 (stereo not drawn)	4	12	-5.9	1102	14	645	i	2	2.3	2.5	5.7	i	0.32	1548	-0.31	-0.31	0.44	0.19	16%
CC(=O)Nc1cc(C(=O)N2CCCC2)ccc1Sc1ccc(Cl)cc1	8	13	x	x	x	x	i	21	1.6	1.4	2.2	i	-0.16	771	-1.3	-0.14	-0.4	0.77	24%
CCOc1ccccc1N1CCN(CC(=O)NCCc2ccc(S(N)(=O)=O)cc2)CC1	-2	-3	-4.8	1130	-2	665	i	-9	6.0	3.7	6.9	i	x	x	-0.27	-0.14	-0.56	0.63	14%
COc1ccccc1C(c1nnnn1C(C)(C)C)N1CCN(Cc2ccncc2)CC1 (stereo not drawn)	1	-3	x	x	x	x	i	-26	10	2.2	1.2	i	x	x	0.5	-0.33	0.37	0.19	-2%
CC(C)=NN1C(c2nonc2N)=NOC1(C)C	x	x	-0.4	1150	2	729	x	x	x	x	x	i	0.05	1467	0.13	-0.25	-0.34	-0.033	15%

Bioassay records (PubChem BioAssay)
